# Assay outcomes: PubChem, The Scripps Research Institute Molecular Screening Center
# OX1R antag-1 – OX1R (human) antagonism; O43613; OX1R-expressing cells, FRET antagonist read-out; inhibition, % at 6.6 µM; 330,000 tested, 1.8% active; AID 485270; in the data active = inhibition mostly above about 38%, no sharp cut-off; inactive = mostly below about 40%;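 also: 0% = agonist challenge alone and 100% = reference antagonist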
# Target sequence (O43613 whole entry, looked up): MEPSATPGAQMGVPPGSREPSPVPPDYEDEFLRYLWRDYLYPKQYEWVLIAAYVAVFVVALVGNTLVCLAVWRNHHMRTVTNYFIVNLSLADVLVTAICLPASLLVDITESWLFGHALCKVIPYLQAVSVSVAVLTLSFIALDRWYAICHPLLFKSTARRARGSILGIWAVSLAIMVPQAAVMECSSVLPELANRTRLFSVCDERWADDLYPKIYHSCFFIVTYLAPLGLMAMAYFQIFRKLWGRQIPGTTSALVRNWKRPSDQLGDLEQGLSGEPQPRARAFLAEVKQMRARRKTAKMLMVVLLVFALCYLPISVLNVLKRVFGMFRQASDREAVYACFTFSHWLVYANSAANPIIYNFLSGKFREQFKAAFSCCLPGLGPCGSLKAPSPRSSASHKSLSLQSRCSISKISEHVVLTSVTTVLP
# OX1R antag-2 – antagonists of human orexin 1 receptor | AID 434989 | inhibition, % at 5 µM | CHO/OX1R cells, Fluo-8 calcium fluorescence, orexin A | 330,000 tested, 0.43% active | O43613;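 active = inhibition above its plate's threshold, mean inhibition of all tested compounds on the plate plus 3 SD, cut at about 37% in these data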;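 also: 0% = orexin A challenge wells and 100% = SB-334867-A antagonist wells; not every result past the cut was called active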
# Active calls of the source: *.
SMILES,OX1R antag-1,OX1R antag-2
Fc1ccccc1COc1cccc(/C=N/n2cnnc2)c1,14,-17
CC(CCc1ccccc1)NCc1ccc(Cl)cc1Cl (stereo unspecified),2,-32
COc1ccc(S(=O)(=O)Nc2cccc(F)c2)cc1C,16,-28
COc1ccc(/C=C/C(=O)N2CCN(C)CC2)cc1OC,0,-11
Cn1c(SCC(=O)NNC(=O)Cc2ccccc2)nnc1-c1ccccc1,7,-9
CC(C)(C)c1ccc(CSc2nnc(-c3ccccc3NC(=O)c3ccccc3)o2)cc1,11,-6
COC(=O)c1ccc2c(=O)n(Cc3ccc(C(=O)NC(C)C)cc3)c(=S)[nH]c2c1,-1,-23
Cc1nn(-c2ccccc2)c(C)c1NC(=O)COC(=O)c1cc(Br)ccc1O,39,-4
CC(NC(=O)c1ccccc1)C(=O)NC1=NCCS1 (stereo unspecified),7,0
CN(C(=O)CSc1nnc(C(F)(F)F)n1N)C1CCS(=O)(=O)C1 (stereo unspecified),8,-5
Cc1ccc(NS(=O)(=O)c2cc(C(=O)NCc3ccccn3)ccc2Cl)cc1C,6,-5
O=C(CN1CCN(c2ccccc2)CC1)Nc1ccccc1Cl,9,-10
O=C(NCc1ccncc1)c1cc(C(=O)C2CCCCC2)c[nH]1,21,-11
CN(CC(=O)NC1CCCCCC1)S(=O)(=O)c1ccc(F)cc1,28,-31
COc1ccc([C@@H]2CC=C(C(=O)O)[C@H](c3ccc(F)cc3)N2S(=O)(=O)c2ccc(Cl)cc2)cc1,34,-24

# In the list so far, 3 contain an aryl thioether with sulfur outside any ring:
SMILES,OX1R antag-1,OX1R antag-2
Cn1c(SCC(=O)NNC(=O)Cc2ccccc2)nnc1-c1ccccc1,7,-9
CC(C)(C)c1ccc(CSc2nnc(-c3ccccc3NC(=O)c3ccccc3)o2)cc1,11,-6
CN(C(=O)CSc1nnc(C(F)(F)F)n1N)C1CCS(=O)(=O)C1 (stereo unspecified),8,-5

# Additional structures follow:
SMILES,OX1R antag-1,OX1R antag-2
Cc1[nH]nc(Sc2ccccn2)c1[N+](=O)[O-],17,-3
CC1(C)CC(=O)c2ccc(O)cc2O1,25,-11
O=C(c1ccc([N+](=O)[O-])s1)N1CCc2ccccc21,7,-5
O=S(=O)(Nc1cccc(-c2ccc3nncn3n2)c1)c1ccccc1F,36,-15
COC(=O)c1ccc2[nH]c(C)cc(=O)c2c1,11,-30
Cc1ccc(Nc2nnc(SCC(=O)Nc3cc(C(=O)O)ccc3C)s2)c(C)c1,19,-9
Cc1cccc(-c2nc(C#N)c(NCc3ccco3)o2)c1,5,-18
CCCn1c(SCC(=O)NNC(=O)c2ccccc2)nnc1-c1cccnc1,8,-24
O=C(C1CCCCC1)N1CCCc2ccccc21,12,-32
C[C@H]1CN=C(N(C)C)N1CC1CCCC1,32,-4
Cc1nnc(SCC(=O)NC2CCCCCC2)n1C,14,-4
Cc1ccc(-c2nnn(CC(=O)Nc3ccc4nn(-c5ccccc5)nc4c3)n2)o1,2,-6
COc1cc(S(=O)(=O)NCc2ccncc2)c(OC)cc1Br,18,-17
CC1CCCCN1C(=O)CSc1nc2ccccc2[nH]1 (stereo unspecified),25,-35
CN(C)S(=O)(=O)c1ccc(N2CCCC2)c(C(=O)N2CCN(S(=O)(=O)c3cccc(F)c3)CC2)c1,11,-38
Cc1c(CNC(=O)c2c([N+](=O)[O-])cnn2C)cnn1C,24,-16
CCCS(=O)(=O)N1CCCC(c2nc(-c3ccc(OC)cc3)no2)C1 (stereo unspecified),1,-17
Cc1ccc(OCC(=O)Nc2ccc(N3CCN(C(=O)c4ccc(C)cc4)CC3)cc2)cc1,7,-7
CCOc1ccc(CCNC(=O)COC(=O)c2sccc2C)cc1OCC,20,-39
Nc1nc2c(s1)CC(c1ccccc1)CC2 (stereo unspecified),15,-18
CC1CCN(C(=O)COc2ccc(S(=O)(=O)N3CCCC3)cc2)CC1,6,-25
Cn1c(=O)n(C)c2cc(/C=C3/SC(=O)N(CC(=O)N4CCOCC4)C3=O)ccc21,83*,-6
C=CCn1c(SCC(=O)Nc2ccc(N3CCOCC3)cc2)nc2ccccc2c1=O,12,-15
N#CC1(NC(=O)COc2ccc3ccc(=O)oc3c2)CCCCC1,8,-4
Cc1c(CN2CCC(n3nccc3NC(=O)CCc3ccccc3)CC2)cnn1C,10,-4
Cn1c(=O)c(=O)n(C)c2cc(S(=O)(=O)N3CCN(c4ccc(F)cc4)CC3)ccc21,1,-13
Cc1onc(-c2c(F)cccc2Cl)c1C(=O)OCN1C(=O)c2ccccc2C1=O,28,-1
CCOC(=O)c1ccc(-c2ccc(/C=N/NC(=O)c3cncc(Br)c3)o2)cc1,5,-19
O=C(CCCn1cc([N+](=O)[O-])cn1)Nc1cccnc1,1,-15
NC(=O)C1CCN(C(=O)c2cc3c(s2)CCCCC3)CC1,3,-4
CCC(=O)NS(=O)(=O)c1ccc(N=NN2CCCCC2)cc1,28,-7
COc1ccc(OCCOc2ccc(N(C)S(=O)(=O)c3ccccc3)cc2)cc1,9,35
CCNc1ccc(C(=O)OCC(=O)NC(C)c2ccccc2)cc1[N+](=O)[O-] (stereo unspecified),22,-10
CC(=C1C(=O)c2ccccc2C1=O)N1CCN(c2ccc(F)cc2)CC1,21,-13
O=C(N[C@@H](Cc1ccccc1)C(=O)Nc1ccc(F)cc1)C1CCNCC1,13,-4
CNC(=O)c1sc(-c2ccccn2)nc1C,19,-6
Cc1ccccc1NS(=O)(=O)c1ccc2[nH]c(=O)[nH]c2c1,15,-11
Cc1cc(Cl)ccc1N(CC(=O)NCc1ccc2c(c1)OCO2)S(C)(=O)=O,12,-34
CN(C)NC1CCS(=O)(=O)C1 (stereo unspecified),28,5
C=CCNC(=O)CSc1nnc(-c2ccccn2)n1Cc1ccccc1,36,-9
COc1ccc(N2CCN(C(CNS(=O)(=O)c3ccc(C)cc3)c3ccccc3)CC2)cc1 (stereo unspecified),6,-27
COC(=O)COc1ccc2oc(=O)cc(C)c2c1,11,-5
CC1CCC(NC(=O)COC(=O)CSc2ccc(C(N)=O)cc2[N+](=O)[O-])CC1 (stereo unspecified),51,-13
COc1ccc(NC2CCCN(C(=O)c3ccc(OC)o3)C2)cc1 (stereo unspecified),6,-9
CC(=O)Nc1ccc(NC(=O)C(C)OC(=O)CNC(=O)c2ccc(-c3ccccc3)cc2)cc1 (stereo unspecified),2,7
COc1ccc(CNC(=O)N[C@H](C(=O)O)C(C)C)cc1OC,0,-7
CCC(=O)Oc1ccc2c(C)cc(=O)oc2c1C(=O)c1ccccc1,20,-1
O=C(NC1CCCc2ccccc21)c1ccc(Cl)nc1 (stereo unspecified),0,-25
CCc1cccc(NC(=O)CCCN2C(=O)NC(C)(C)C2=O)c1,-1,6
Cc1ccn2cc(CSc3ccccc3N)nc2c1,-1,-23
CCOc1ccc(CCNC(=O)c2nccnc2C(=O)O)cc1OCC,6,0
COc1ccc2oc(C(=O)NN3C(C)CCCC3C)c(C)c2c1 (stereo unspecified),4,-18
CCOC(=O)CN1C(=O)N[C@@H](CCc2ccccc2)[C@H](C(=O)OC)[C@H]1C,22,-9
COc1cccc(CC(=O)Nc2cccc3ccccc23)c1,10,-12
Cc1ccc(-n2nnnc2Sc2nc([N+](=O)[O-])nn2C)cc1C,68,3
C[C@@H](NC(=O)c1coc(=O)c(Br)c1)c1ccccc1,19,-11
OC1CCC(NC(=S)Nc2ccc(SC(F)F)cc2)CC1 (stereo unspecified),11,5
Clc1ccc(OCCOCCOc2cccc3cccnc23)c(Br)c1,42,-24
O=C(COC(=O)/C=C/c1cccc(F)c1)NC1CC1,2,-11
CCSc1cnn(-c2ccccc2)c(=O)c1Cl,18,9

# Shown as a hit in OX1R antag-1, of those listed so far:
SMILES,OX1R antag-1,OX1R antag-2
Cn1c(=O)n(C)c2cc(/C=C3/SC(=O)N(CC(=O)N4CCOCC4)C3=O)ccc21,83*,-6

# Continued.
SMILES,OX1R antag-1,OX1R antag-2
CCOc1ccc(CNC(=O)Cn2ccc3cc(S(=O)(=O)N4CCCCCC4)ccc32)cc1,11,-12
COCCCC1CCN(Cc2cn[nH]c2-c2cc(OC)c(OC)c(OC)c2)CC1,1,-12
Cc1ccc(/C=C2\SC(=S)N(C3CCS(=O)(=O)C3)C2=O)cc1 (stereo unspecified),16,1
CCOC(=O)c1[nH]c2ccc(F)cc2c1NC(=O)C(C)N1CCc2cc(OC)c(OC)cc2C1 (stereo unspecified),11,-42
O=S(=O)(Nc1ccc(N2CCCCC2)cc1)c1cccs1,18,-5
Cc1ccc(S(=O)(=O)NCCNc2ccc(Br)c(C)c2)cc1,13,25
CN1C(=O)N(C)C(NC(=O)Nc2ccccc2)C1NC(=O)Nc1ccccc1 (stereo unspecified),23,11
COc1ccc(-c2ccc(-c3noc(C(C)C)n3)c(OC)n2)cc1,18,-60
Cc1ccccc1-c1noc(-c2ccccc2C(=O)NCc2ccco2)n1,10,-33
O=C(COC(=O)Cc1ccccc1[N+](=O)[O-])NCC1CCCCC1,8,-13
CCCOc1ccc(N2C(=O)CC(SCCc3nc4ccccc4[nH]3)C2=O)cc1 (stereo unspecified),9,-3
O=C(NCc1ccncc1)C(=O)NCc1ccncc1,11,7
CC(=O)c1cc2c(cc1NC(=O)c1ccco1)OCCO2,12,-11
CC(=C/c1ccco1)/C=N/N1CCN(c2ccccc2)CC1,18,-20
COc1ccc2ccccc2c1C(=O)/C=C\c1ccoc1,58,0
COc1cc(CN2CCN(c3cccc(C)c3C)CC2)cc([N+](=O)[O-])c1O,20,-18
CCCOc1ccc(/C=N\NC(=O)CCc2n[nH]c(=O)[nH]c2=O)cc1OC,16,-7
COc1nccc(-c2ccc(F)cc2)c1C#N,12,-13
CCC(C(=O)N1CCCC1)n1nc(C)c2c(C)n(-c3ccccc3)nc2c1=O (stereo unspecified),12,-5
CN(Cc1nc2ccccc2c(=O)[nH]1)C(=O)c1cccc(S(=O)(=O)N2CCCC2)c1,3,-24
COc1ccccc1NC(=O)c1cc(S(=O)(=O)N2CCc3ccccc32)ccc1F,15,-27
N#C/C(=C(/O)CCl)c1nc2c(s1)CCc1ccccc1-2,55,-17
Cc1ncoc1C(=O)N1CCCC(C(=O)c2ccc(Oc3ccccc3)cc2)C1 (stereo unspecified),26,-31
CCOc1ccc(NC(=S)N2CCC(c3ccc(C)cc3)C2)cc1 (stereo unspecified),13,-19
CCN1CCN(C(=O)NC2CC(=O)N(c3ccc(OC)cc3)C2)CC1 (stereo unspecified),-2,12
O=C(c1ccccn1)N(Cc1ccco1)C1(C(=O)NC2CCCC2)CCCCC1,17,-16
Cc1ccc(C(=O)Nc2ccn(C)n2)cc1,-1,-6
COc1ccc2[nH]c3c(=O)n(/N=C/[C@H]4C(C)C=C(C)CC4C)c(=O)[nH]c3c2c1 (stereo partly specified),24,-18
NS(=O)(=O)c1ccc(CCNC(=O)Cc2c[nH]c3ccccc23)cc1,8,-4
CN(Cc1ccccc1NS(=O)(=O)c1ccc2ccccc2c1)C1CCCCC1,7,-38

# Compound profiles, from the list above. Screens in order: OX1R antag-1	OX1R antag-2
# `Clc1ccc(OCCOCCOc2cccc3cccnc23)c(Br)c1` across the screens: 42	-24
# `Cc1ccn2cc(CSc3ccccc3N)nc2c1` across the screens: -1	-23
# `Cc1ccc(OCC(=O)Nc2ccc(N3CCN(C(=O)c4ccc(C)cc4)CC3)cc2)cc1` across the screens: 7	-7

# (next part)
SMILES,OX1R antag-1,OX1R antag-2
Cc1ccc2nc(N3CCN(Cc4nnnn4Cc4ccccc4)CC3)c(C#N)cc2c1,18,-9
CCOC(=O)c1cccc(C(=O)OCC)n1,6,-4
COc1ccc(C(=O)N2CCCC(CCC(=O)NCc3ccc(F)c(F)c3)C2)cc1F (stereo unspecified),14,-19
CC(=O)Oc1ccc(N2C(=O)C3C4C=CC(CO)(O4)C3C2=O)cc1 (stereo unspecified),22,-12
CC(NC(=O)CCNS(=O)(=O)c1ccc2c(c1)oc(=O)n2C)c1ccccc1 (stereo unspecified),5,-12
S=C(NCc1ccncc1)Nc1ccc(Br)cc1Cl,12,0
CCC(=O)c1ccc(OC(=O)/C=C/c2cc(OC)c(OC)c(OC)c2)cc1,16,-47
CC(=O)c1cccc(NC(=S)NC2CC2)c1,12,2
Cc1ccc(-c2csc3ncn(-n4c(C)ccc4C)c(=O)c23)o1,10,-17
CN(c1ccc(C(=O)NC2CCCC2)cc1)S(=O)(=O)c1ccc(Cl)cc1,18,-23
COC(=O)[C@]1(C)N[C@H](CN(C)C(C)=O)[C@@H]2C(=O)N(Cc3ccccc3)C(=O)[C@@H]21,-4,-7

# Part of the list above, reformatted:
# Below each SMILES: OX1R antag-1, OX1R antag-2
> CCOC(=O)c1cccc(C(=O)OCC)n1
→ 6, -4
> COc1ccc(C(=O)N2CCCC(CCC(=O)NCc3ccc(F)c(F)c3)C2)cc1F (stereo unspecified)
→ 14, -19
> CC(=O)Oc1ccc(N2C(=O)C3C4C=CC(CO)(O4)C3C2=O)cc1 (stereo unspecified)
→ 22, -12
> CC(NC(=O)CCNS(=O)(=O)c1ccc2c(c1)oc(=O)n2C)c1ccccc1 (stereo unspecified)
→ 5, -12
> S=C(NCc1ccncc1)Nc1ccc(Br)cc1Cl
→ 12, 0
> CCC(=O)c1ccc(OC(=O)/C=C/c2cc(OC)c(OC)c(OC)c2)cc1
→ 16, -47
> CC(=O)c1cccc(NC(=S)NC2CC2)c1
→ 12, 2
